# STK33 kinase inh – human STK33 kinase inhibition. inhibition, % at 10 µM. purified STK33, MBP phosphorylation, ADP-Glo luminescence. 320,000 tested, 0.073% active. Q9BYT3;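 active = inhibition at or above 25%, using the most active replicate where run in duplicate; inactive = inhibition below 25%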
# Target sequence (Q9BYT3 whole entry, looked up): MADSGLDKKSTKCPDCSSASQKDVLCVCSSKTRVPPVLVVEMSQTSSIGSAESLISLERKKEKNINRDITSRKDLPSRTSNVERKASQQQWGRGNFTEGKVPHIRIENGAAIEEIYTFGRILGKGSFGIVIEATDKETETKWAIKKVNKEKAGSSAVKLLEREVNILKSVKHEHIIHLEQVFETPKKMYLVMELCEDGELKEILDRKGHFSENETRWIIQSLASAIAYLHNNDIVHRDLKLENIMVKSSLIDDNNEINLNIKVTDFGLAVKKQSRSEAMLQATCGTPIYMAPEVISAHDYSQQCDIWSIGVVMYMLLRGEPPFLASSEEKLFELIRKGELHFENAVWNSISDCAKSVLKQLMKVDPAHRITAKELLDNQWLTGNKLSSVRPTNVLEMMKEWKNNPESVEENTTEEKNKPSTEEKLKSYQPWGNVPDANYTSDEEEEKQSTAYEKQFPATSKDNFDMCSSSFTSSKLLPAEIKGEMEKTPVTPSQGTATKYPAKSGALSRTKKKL
# An asterisk follows results filed as active.
# Sample of the layout:
SMILES,STK33 kinase inh
COc1cc(OC)cc(-c2c(C#Cc3ccsc3)c3cc(-c4cccc5[nH]cc(C=O)c45)ccc3n2C)c1,0.0
O=C(NC(Cc1ccccc1)C(=O)N1CCN(S(=O)(=O)c2ccccc2F)CC1)c1ccccc1 (stereo not drawn),0.1
COc1ccc([C@H](OC)[C@@]2(Cc3ccc(O)cc3)N=C(N)N(C)C2=O)cc1,-1.2
O=C(COC(=O)CCNS(=O)(=O)c1cccs1)Nc1ccccc1,0.7
CC(C(=O)OCC(=O)N1CCN(c2ccccc2)CC1)N1C(=O)c2ccccc2C1=O (stereo not drawn),0.0
COc1ccc(/C=C/C(=O)OCC(=O)N2CCCCCC2)cc1OC,-2.2

# All compounds of this part, from the first entry:
SMILES,STK33 kinase inh
COc1cc(OC)cc(-c2c(C#Cc3ccsc3)c3cc(-c4cccc5[nH]cc(C=O)c45)ccc3n2C)c1,0.0
O=C(NC(Cc1ccccc1)C(=O)N1CCN(S(=O)(=O)c2ccccc2F)CC1)c1ccccc1 (stereo not drawn),0.1
COc1ccc([C@H](OC)[C@@]2(Cc3ccc(O)cc3)N=C(N)N(C)C2=O)cc1,-1.2
O=C(COC(=O)CCNS(=O)(=O)c1cccs1)Nc1ccccc1,0.7
CC(C(=O)OCC(=O)N1CCN(c2ccccc2)CC1)N1C(=O)c2ccccc2C1=O (stereo not drawn),0.0
COc1ccc(/C=C/C(=O)OCC(=O)N2CCCCCC2)cc1OC,-2.2
CC(C)C(NC(=O)c1c(F)cccc1F)C(=O)N1CCN(S(=O)(=O)c2ccc(F)cc2)CC1 (stereo not drawn),-0.2
CCC1(C)NC(=O)N(CC(=O)Nc2cc(C)on2)C1=O (stereo not drawn),-0.3
CN(CC(=O)Nc1ccc(F)cc1)C(=O)Cn1c(=O)oc2ccccc21,-0.8
COc1ccc(NC(=O)N(C)C[C@H]2Oc3ccc(NC(=O)C4CCCCC4)cc3C(=O)N([C@H](C)CO)C[C@@H]2C)cc1,0.5
CC(NC(=O)COC(=O)CCN1C(=O)C2CC=CCC2C1=O)c1ccc(Br)cc1 (stereo not drawn),1.3
COc1cc(C(=O)OCC(=O)N2CCC(C)CC2)cc2c1OCCO2,-0.5
O=C(COC(=O)c1ccco1)NC12CC3CC(CC(C3)C1)C2,-1.9
CCCOc1ccc(-c2cc3onc(-c4ccccc4)c3c(=O)n2C)cc1,-0.7
CCOCCCn1c(SC(C)C(=O)NCC2CCCO2)nc2sc(C)c(C)c2c1=O (stereo not drawn),-1.4
CCOc1ccccc1C(=O)NCC(=O)N1CCC(C)CC1,1.7
O=C(c1ccccc1NS(=O)(=O)c1ccc(F)cc1F)N1CCCCC1,-0.9
COc1ccc(NC(=O)CCc2nc3ccccc3c(=O)[nH]2)cc1S(=O)(=O)N1CCCCC1,0.4
COc1ccc(CC(=O)OCC(=O)NC2CCCC(C)C2C)cc1 (stereo not drawn),-0.3
Cc1ccc(C)c(NC(=O)CN2C(=O)NC(CCc3ccccc3)C2=O)c1 (stereo not drawn),-0.7
Nc1nc(SCC(=O)Nc2ncc(Cl)cc2Cl)n[nH]1,-0.3
O=C(Nc1ccncc1)C1CCN(S(=O)(=O)c2ccc(Cl)c(C(F)(F)F)c2)CC1,-0.9
Cc1c(C(=O)O)sc(S(=O)(=O)N2CCN(C(=O)Cc3ccccc3Cl)CC2)c1C(=O)O,-0.1
CSc1nc(N)nc2c1ncn2CC(=O)NCc1ccc2c(c1)OCO2,-0.4
CC(=O)c1ccc(OC(C)C(=O)NCC2(N3CCOCC3)CCCCC2)cc1 (stereo not drawn),-1.7
Cc1ccc(C(=O)NCC(=O)OCC(=O)c2c(N)n(C)c(=O)n(C)c2=O)cc1C,-0.8
C=CC[C@@H](CC(=O)N(CCO)Cc1ccccc1)C(=O)NC[C@@H](OC(=O)[C@@H](CC=C)CC(=O)OC(C)(C)C)c1ccccc1,-0.1
CN(Cc1ccco1)c1ncnc2ccc(-c3ccc4c(c3)OCO4)cc12,2.6
CC1(C)CC2CC(C)(CN2S(=O)(=O)c2ccc(F)cc2F)C1 (stereo not drawn),-1.2
CN(C)S(=O)(=O)c1cc(NC(=O)COC(=O)c2nc(Cl)ccc2Cl)ccc1Cl,7.0

# Reprinted from above for reference:
SMILES,STK33 kinase inh
COc1cc(OC)cc(-c2c(C#Cc3ccsc3)c3cc(-c4cccc5[nH]cc(C=O)c45)ccc3n2C)c1,0.0
O=C(NC(Cc1ccccc1)C(=O)N1CCN(S(=O)(=O)c2ccccc2F)CC1)c1ccccc1 (stereo not drawn),0.1

# Next section
SMILES,STK33 kinase inh
N#CCC(=O)Nc1ccc(C(=O)Nc2ccc3c(c2)OCO3)cc1,-1.1
CC(C)(c1cc(Br)c(O)c(Br)c1)c1cc(Br)c(O)c(Br)c1,-0.8
O=C(NNC(=O)c1ccc(-n2cncn2)c([N+](=O)[O-])c1)c1ccccc1,1.4
CC(C)(C)OC(=O)C[C@H]1C/C=C\C[C@H](CC(=O)N[C@H](CO)Cc2ccccc2)C(=O)N2CCC[C@@H]2COC1=O,-1.6
Cc1ccc2c(c1)[C@H]1[C@H](CO2)[C@H](c2ccccc2)[C@]2(C)C(=O)Nc3ccccc3C(=O)N12,-0.3
CC(=O)c1ccc(NC(=O)C(C)OC(=O)/C=C/c2ccco2)cc1 (stereo not drawn),-0.3
CCC(NC(=O)CSc1nnnn1C1CC1)c1ccc(Br)cc1 (stereo not drawn),1.1
COc1cc(CCCN[C@H](CN)Cc2ccccc2)cc(OC)c1OC,-1.7
O=C1N(c2ccccc2C(F)(F)F)O[C@@]1(c1ccccc1)C1CCCCC1,-3.6
COc1ccc(CC(=O)NNC(=O)COc2ccc(Cl)cc2C)cc1S(=O)(=O)N1CCOCC1,-0.8

# 3 compounds picked at random from those above:
SMILES,STK33 kinase inh
COc1ccc(CC(=O)NNC(=O)COc2ccc(Cl)cc2C)cc1S(=O)(=O)N1CCOCC1,-0.8
N#CCC(=O)Nc1ccc(C(=O)Nc2ccc3c(c2)OCO3)cc1,-1.1
COc1cc(CCCN[C@H](CN)Cc2ccccc2)cc(OC)c1OC,-1.7

# Other structures follow.
SMILES,STK33 kinase inh
CC(C)CN1C(=O)C(=O)N(CC(=O)c2ccc3c(c2)CCCC3)C1=O,-2.1
Cc1c(C(=O)Nc2nccs2)oc2ccc(F)cc12,-1.1
CC(O)CO (stereo not drawn),-1.1
Cc1cc(C)n2nc(SCC(=O)N3CCCC(C)C3)nc2n1 (stereo not drawn),-1.2
C[C@H](NS(=O)(=O)c1ccc(Cl)cc1)C(=O)OCC(=O)N1CCOCC1,-1.2
CC(C)Cn1c(N)c(C(=O)COC(=O)C2CCCN2C(=O)c2cccs2)c(=O)n(C)c1=O (stereo not drawn),-1.1
Cc1noc(C)c1C(=O)OC(C)C(=O)N1CCc2ccccc21 (stereo not drawn),-1.6
CCCN(C1CCS(=O)(=O)C1)S(=O)(=O)c1ccc2ccccc2c1 (stereo not drawn),0.3
Cc1cc(C)c(OCC(=O)NCCCn2nc(C)cc2C)c(C)c1,-1.5
CC1(c2cc(F)ccc2F)NC(=O)N(CC(=O)Nc2cccc(S(=O)(=O)N3CCCC3)c2)C1=O (stereo not drawn),-1.9
COc1ccccc1OCCNC(=O)c1ccccc1OCc1c(C)noc1C,-1.3
CCN(CC)c1ccc(C(=O)NNC(=O)C2CSC3(C)CCC(=O)N23)cc1 (stereo not drawn),-0.9
COc1cc(C(=O)Nc2cccc(C)n2)ccc1OCC(=O)N1CCOCC1,1.5
O=C(COC(=O)CNC(=O)C1CCCCC1)Nc1ccccc1OC(F)F,-1.5
CCN(CC)C(=O)[C@H]1CC(CC(=O)NCc2ccco2)C(=O)N2CCc3c([nH]c4ccccc34)[C@]12C (stereo partly drawn),-0.2
O=C1C[C@H](c2ccc(O)cc2)Oc2cc(O[C@@H]3O[C@H](CO)[C@@H](O)[C@H](O)[C@H]3O)cc(O[C@@H]3O[C@H](CO)[C@@H](O)[C@H](O)[C@H]3O)c21,-0.1
Cc1cccc(NC(=O)CN2CCN(C(=O)C3CCN(C(=O)/C=C/c4ccccc4)CC3)CC2)c1C,0.4
O=C(O)c1cccc2c1C(=O)c1ccc(-c3ccc(OC(F)(F)F)cc3)cc1S2(=O)=O,-1.8
O=C(CSc1nccc(=O)[nH]1)NC1CCCCCC1,-0.8
C=CCC[C@@H](Cc1ccc(F)cc1)C(=O)OCCNC(=O)[C@@H](CC=C)CC(=O)N(CCO)Cc1ccccc1,-0.8
CCCN(CC(=O)Nc1ccccc1OC)C(=O)CSC(=S)N1CCCC1,-0.1
C[C@@]12C(=O)N(c3cccc(Cl)c3)C(=O)N1[C@@H]1c3ccccc3OC[C@@H]1[C@H]2c1ccccc1,-0.6
CC(C)C(NC(=O)c1ccccc1)C(=O)NC1CCCc2ccccc21 (stereo not drawn),-0.2
CC(=O)c1ccc(NC(=O)CN2C(=O)NC3(CCCc4ccccc43)C2=O)cc1 (stereo not drawn),0.2
C#CCOCCOCCOCCNc1nc(N2CCN(C(=O)[C@H](CCCCN)n3cc([C@@H](N)CO)nn3)CC2)nc(N2CCN(C(=O)[C@H](CCCCN)n3cc([C@@H](N)CC(C)C)nn3)CC2)n1,-1.2
O=C(COC(=O)c1cc2ccccc2cc1O)Nc1ccccc1F,6.2
Cc1nc(SC(C)C(=O)NC2CCCC2)c2ccccc2n1 (stereo not drawn),-0.8
COc1cccc(OCC(=O)NCC2CCCO2)c1 (stereo not drawn),0.8
O=C1C=C(c2cc(Cl)cc(Cl)c2)C[C@@H](c2ccc(F)cc2)C1,1.0
COc1ccc(/C=C/C(=O)Nc2cc(S(=O)(=O)N3CCOCC3)ccc2OC)cc1,1.3
Cn1cnc(C(=O)N2CCc3ccccc3C2)c1C(=O)N1CCc2ccccc2C1,-0.3
CCCN1C(=O)C(=O)c2cc(C)ccc21,0.4
COCCN(C(=O)c1ccc(COc2ccccc2)o1)c1c(N)n(CC(C)C)c(=O)[nH]c1=O,-0.7
Cc1cc(NC(=O)COC(=O)/C=C/c2ccc(C)o2)no1,-1.8
CN(C(=O)CSc1cccc[n+]1[O-])c1ccccc1,-1.1
Cc1cc(C(=O)COC(=O)CC(NC(N)=O)c2ccc(Cl)cc2)c(C)n1C (stereo not drawn),0.0
Cc1ccc2c(=O)n3c(nc2c1)C(Cc1ccccc1)NC(=O)c1cc(Cl)ccc1-3 (stereo not drawn),0.4
CC(OC(=O)Cn1[nH]c(=O)c2ccccc2c1=O)C(=O)Nc1ccc(Cl)cn1 (stereo not drawn),1.4
O=C(CCl)N1CCN(C(=O)C2COc3ccccc3O2)CC1 (stereo not drawn),0.3
COc1cc(NC(=O)CN2CCN(S(=O)(=O)/C=C/c3ccccc3)CC2)cc(OC)c1OC,-1.1
COc1ccc(C(=O)OCC(=O)c2ccc(F)cc2)cc1OC,-0.5
O=C1NC(Cc2ccccc2)c2nc3cc(F)ccc3c(=O)n2-c2ccc(Cl)cc21 (stereo not drawn),-2.2
COc1cc(C=NNc2ccc(S(=O)(=O)Nc3ccccc3C(=O)O)cc2[N+](=O)[O-])ccc1O,-0.6
C[C@]12C(=O)N(c3cccc(Cl)c3)C(=O)N1[C@@H]1c3ccccc3OC[C@@H]1[C@H]2c1ccccc1,-1.4
O=C(CN1CCSC1=O)N1CCN(S(=O)(=O)c2ccc(Cl)cc2)CC1,-0.6
CC#C[C@@H](CC)c1ccc2ccn(C)c2c1,-0.5
CCc1noc(C)c1C(=O)N(CC)CC(=O)Nc1cc(Cl)ccc1C,-1.3
CN(CC(=O)Nc1ccccc1C(F)(F)F)C(=O)c1ccccc1Sc1ccccc1C#N,-1.0
COc1ccc(S(=O)(=O)Nc2cccc3c2O[C@H](CN(C)Cc2ccc(Cl)c(Cl)c2)[C@@H](C)CN([C@H](C)CO)C3=O)cc1,1.1
N#Cc1ccc(C23OCCN2CCn2c3c3ccccc3[n+]2[O-])cc1 (stereo not drawn),-0.6

# Carrying on:
SMILES,STK33 kinase inh
COc1ccccc1OCc1ccc(C(=O)Nc2ccccc2)cc1,-1.8
O=C(Nc1ccc(OC(F)(F)F)cc1)c1ccccc1-n1cnnn1,-0.7
CC1(c2ccccc2Br)NC(=O)N(CC(=O)NC2CCCCC2)C1=O (stereo not drawn),0.8
COc1ccc(C(=O)OCC(=O)Nc2ccc(N3CCOCC3)cc2)cc1OC,-1.3
Cc1noc(C)c1COc1ccccc1C(=O)N(C)Cc1ccco1,-0.9
CSc1nc(N)nc2c1ncn2CC(=O)N[C@H](C)c1cccc2ccccc12,-0.2
COc1ccc([C@H]2CC(=O)C=C(/C=C/c3ccccc3)C2)cc1,-2.1
CC1Cc2ccccc2N1C(=O)c1ccc(F)c(S(=O)(=O)N2CCOCC2)c1 (stereo not drawn),-0.1
Cc1ccsc1C(=O)N1CCN(c2ncccn2)CC1,-1.7
COc1cc2c(C#Cc3cccnc3)c(-c3ccsc3)oc(=O)c2cc1OC,1.2
CCCN(CC(=O)Nc1ccccc1C)C(=O)c1nn(CC)c(=O)c2ccccc12,0.6
CCOC(=O)c1cccc(C2=CC(=O)CC(C)(C)C2)c1,0.4
COc1ccc(OC)c(CN2CCN(C(=O)CNC(=O)c3ccc(C(C)(C)C)cc3)CC2)c1,-0.6
COc1ccccc1OCCC(=O)OCC(=O)NCc1ccc(F)cc1,0.0
Cc1ccc(S(=O)(=O)N2CCOCC2)cc1NC(=O)COC(=O)c1cncc(Br)c1,-1.4
O=C(CNC(=O)c1ccc(N2CCCC2=O)cc1)Nc1ccc(F)c(F)c1F,-1.2
C[C@H](CO)N1C[C@H](C)[C@@H](CN(C)Cc2ccc3c(c2)OCO3)Oc2c(NS(=O)(=O)c3cn(C)cn3)cccc2C1=O,1.0
CC(OC(=O)/C=C/c1ccco1)C(=O)NC1CCCCC1C (stereo not drawn),-0.9
Cc1ccc(NC(=O)CSCC(=O)N(C)Cc2ccc(Cl)c(Cl)c2)cc1,-1.9
O=C(NCCCN1CCOCC1)c1cc(-c2ccco2)nc2ccccc12,-2.8

# The list is partial. The share of hits here may be higher or lower than overall.
